APJ antagonist – antagonists of human apelin receptor APJ, primary screen, CHO-K1 cells, beta-arrestin complementation, luminescence; inhibition, % at 20 µM; P35414; actives 0.32% (n = 330,000);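 active = inhibition above about 40% at 20 µM, limit read from the data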;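 also: cells challenged with 10 nM apelin-13 agonist together with compound; plate controls were apelin-13 plus DMSO wells for no effect and DMSO wells lacking apelin-13 for full effect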
Target sequence (P35414 whole entry, looked up): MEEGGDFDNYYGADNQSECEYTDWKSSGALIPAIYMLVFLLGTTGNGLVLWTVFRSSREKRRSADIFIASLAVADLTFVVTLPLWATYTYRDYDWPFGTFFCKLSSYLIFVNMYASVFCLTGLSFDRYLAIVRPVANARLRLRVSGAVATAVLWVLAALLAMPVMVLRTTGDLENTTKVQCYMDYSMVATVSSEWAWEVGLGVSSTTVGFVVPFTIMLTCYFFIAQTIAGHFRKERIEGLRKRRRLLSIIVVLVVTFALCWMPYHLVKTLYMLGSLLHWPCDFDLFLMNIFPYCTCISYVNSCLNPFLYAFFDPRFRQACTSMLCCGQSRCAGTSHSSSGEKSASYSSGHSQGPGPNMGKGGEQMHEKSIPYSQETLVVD
APJ agonist – agonists of human apelin receptor APJ, primary screen, CHO-K1 cells, PathHunter beta-arrestin, luminescence; 0% DMSO wells, 100% apelin; AID 2520, 2010; P35414; activation, % at 20 µM; actives 0.11% (n = 330,000);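 active = activation more than six SD over the plate average, tested at 20 µM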;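 also: 0% = DMSO alone and 100% = apelin-13 at 10 nM; some results filed as inactive read as strong as hits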
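assay system = CHO-K1 APJ beta-arrestin complementation cell line | input = cell density 1000 per well | dosing = compound 20 µM once, DMSO 1% | timing = compound 90 min 25 °C, reagent 1 h | measured by = luminescence from split beta-galactosidase complementation, Galacton Star/Emerald II substrate | read-out basis = APJ agonist activity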
NLRP3 yeast inh – NALP3 inflammasome inhibitors in reconstituted yeast, primary screen, luminescence, uHTS. inhibition, % at 10 µM. AID 2825, 2010. Yeast reconstituted NLRP3/ASC/caspase-1, beta-gal luminescence, 24 h. actives 0.39% (n = 330,000);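 active = inhibition of 50% or more; inactive = inhibition below 50%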;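 also: plate controls were induced DMSO wells for no effect and uninduced yeast grown without galactose for full effect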
TIM10 inh – growth inhibitors of isogenic TIM10 control yeast, primary screen, counter-screen for tim10-1 yeast inhibitor project, luminescence, uHTS; inhibition, % at 10 µM; S. cerevisiae TIM10 strain growth, BacTiter-Glo luminescence, 24 h; actives 1.4% (n = 330,000); AID 463195, 2010;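 active = inhibition of 40% or more at the single tested concentration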;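 also: wild-type TIM10 isogenic control strain grown at permissive 25 °C; 0% = DMSO yeast wells and 100% = minimal medium wells without yeast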
beta cell repl – inducers of MIN6 beta-cell proliferation, primary screen, ATP luminescence, uHTS; proliferation, % at 10 µM; actives 0.29% (n = 330,000); MIN6 cells proliferation, ATPlite luminescence, 48 h; cells starved in 0.2% serum; 100% = growth in 10% serum;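 active = compounds whose signal lies at least 3.5 SD above the mean of all wells on their plate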;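 also: 0% = DMSO-treated cells in low-serum medium and 100% = 10% serum control; some compounds called inactive have numbers as strong as hits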
tim23-1 inh – growth inhibitors of tim23-1 mutant yeast, primary screen, luminescence, uHTS; S. cerevisiae tim23-1 growth, BacTiter-Glo luminescence, 24 h; inhibition, % at 20 µM; actives 1.3% (n = 330,000); AID 463212, 2010;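 active = growth inhibition of the mutant yeast at or above 50%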;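 also: temperature-sensitive mutant grown at 25 °C; plate controls were DMSO-treated mutant yeast for no effect and medium wells lacking yeast for full effect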
tim10-1 inh – growth inhibitors of tim10-1 mutant yeast, primary screen, luminescence, uHTS. S. cerevisiae tim10-1 ts strain growth, BacTiter-Glo, 24 h. inhibition, % at 20 µM. actives 2.2% (n = 330,000);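 active = inhibition of at least 40%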;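 also: mutant grown at 25 °C; 0% = DMSO wells with yeast and 100% = wells holding no yeast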
MPTP inh – mitochondrial permeability transition pore inhibitors, primary screen, biochemical, isolated mouse mitochondria, absorbance. inhibition, % at 10 µM. Ca2+ swelling absorbance, 30 min. actives 1.4% (n = 360,000);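 active = inhibition of 50% or more, scaled per plate between neutral and stimulator controls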;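 also: 0% = DMSO wells given calcium and 100% = 1 mM EGTA wells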
GRIN3A LBD mod – binders of NR3A ligand-binding domain, primary screen, biophysical, differential scanning fluorimetry, uHTS | Glutamate receptor ionotropic, NMDA 3A (GRIN3A) ligand-binding domain | NR3A LBD differential scanning fluorimetry, Tm shift; 0% = protein alone, 100% = glycine-bound protein | Tm shift relative to glycine control, % at 25 µM | actives 2.5% (n = 340,000) | AID 1259313, 2017;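 active = melting temperature shift of at least 10% of the positive control shift, at one fixed dose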
* marks the source's active call; other numbers are inactive results.

Screening Cc1ccc(CNS(=O)(=O)c2c(C)[nH]c(C)c2C(=O)N2CCCCC2)o1 returned APJ antagonist -21, APJ agonist -4, NLRP3 yeast inh 11, TIM10 inh -6, beta cell repl 3, tim23-1 inh 0, tim10-1 inh 21, MPTP inh 0.2 and GRIN3A LBD mod 2.
For CC(=O)c1ccc(NC(=O)C(C)N(C)CC(=O)Nc2ccc(Cl)cc2)cc1 (centres undefined) the results were APJ antagonist 13, APJ agonist -1, NLRP3 yeast inh -1, TIM10 inh -4, beta cell repl -2, tim23-1 inh -6, tim10-1 inh 19, MPTP inh 0.8 and GRIN3A LBD mod -3.
`COCC1CCN(C(=O)c2cc(COc3cncc(Cl)c3)on2)C1` (centres undefined) gave APJ antagonist 7, APJ agonist -3, NLRP3 yeast inh 20, TIM10 inh 14, beta cell repl 1, tim23-1 inh 9, tim10-1 inh 11, MPTP inh -0.6 and GRIN3A LBD mod -1.
`O=C(N/N=C/c1ccncc1)c1ccc(NS(=O)(=O)c2cccs2)cc1` gave APJ antagonist -22, APJ agonist -1, NLRP3 yeast inh 15, TIM10 inh -6, beta cell repl -3, tim23-1 inh 23, tim10-1 inh 2, MPTP inh -0.5 and GRIN3A LBD mod 1.
Screening CCOC(=O)c1cc(=O)n2c(nc3ccccc32)[nH]1 returned APJ antagonist 14, APJ agonist -2, NLRP3 yeast inh 15, TIM10 inh 0, beta cell repl 2, tim23-1 inh 8, tim10-1 inh 7, MPTP inh -0.4 and GRIN3A LBD mod 2.
Screening CN1CCNC(=O)C1CC(=O)NCC1(c2ccccc2)CCCCC1 (centres undefined) returned APJ antagonist 4, APJ agonist 0, NLRP3 yeast inh 7, TIM10 inh -12, beta cell repl -1, tim23-1 inh 21, tim10-1 inh 15, MPTP inh -1.1 and GRIN3A LBD mod 2.
CCOC(=O)N1CCC(N2C(=O)c3ccc(C(=O)Nc4ccc(F)cc4F)cc3C2=O)CC1 was read as APJ antagonist 10, APJ agonist -2, NLRP3 yeast inh 6, TIM10 inh 0, beta cell repl -3, tim23-1 inh -16, tim10-1 inh 3, MPTP inh 0.2 and GRIN3A LBD mod -1.
Screening COc1ccc(C(C)=O)cc1CSc1ccc(S(=O)(=O)N2CCOCC2)cn1 returned APJ antagonist 15, APJ agonist -4, NLRP3 yeast inh 25, TIM10 inh 16, beta cell repl 4, tim23-1 inh 34, tim10-1 inh 21, MPTP inh 0.8 and GRIN3A LBD mod 1.
CC(C)CNC(=O)c1cccc(NC(=O)C(C)Oc2ccccc2)c1 (centres undefined) was read as APJ antagonist -36, APJ agonist -2, NLRP3 yeast inh 23, TIM10 inh -10, beta cell repl -1, tim23-1 inh 11, tim10-1 inh -4, MPTP inh -0.4 and GRIN3A LBD mod -1.
COc1cccc(/C=C2\NC(=O)NC2=O)c1O was read as APJ antagonist 7, APJ agonist -4, NLRP3 yeast inh 18, TIM10 inh -14, beta cell repl -5, tim23-1 inh -5, tim10-1 inh 5, MPTP inh -0.4 and GRIN3A LBD mod 3.
Cc1ccc(-n2c(-c3ccco3)nc3c(cnn3-c3ccccc3C)c2=O)cc1 was read as APJ antagonist 13, APJ agonist -2, NLRP3 yeast inh 5, TIM10 inh -6, beta cell repl 3, tim23-1 inh 3, tim10-1 inh 8, MPTP inh -1.3 and GRIN3A LBD mod 2.
Screening O=C(CN1C(=O)c2ccccc2C1=O)Nc1ccc(Cl)cn1 returned APJ antagonist -15, APJ agonist -2, NLRP3 yeast inh 11, TIM10 inh -13, beta cell repl 0, tim23-1 inh 3, tim10-1 inh -9, MPTP inh -1.6 and GRIN3A LBD mod -1.
For S=C(NCc1ccc2c(c1)OCO2)Nc1ccc(-c2nc3ccccc3[nH]2)cc1 the results were APJ antagonist -15, APJ agonist 1, NLRP3 yeast inh 4, TIM10 inh 12, beta cell repl -4, tim23-1 inh 14, tim10-1 inh -16, MPTP inh 2.6 and GRIN3A LBD mod 26*.
Screening Cc1ccc(CSC2=NCCN2C(=O)c2ccc([N+](=O)[O-])cc2)cc1 returned APJ antagonist -17, APJ agonist 6, NLRP3 yeast inh -1, TIM10 inh -1, beta cell repl -5, tim23-1 inh -17, tim10-1 inh 28, MPTP inh 0.2 and GRIN3A LBD mod -2.
For COc1ccc(/C=C/C(=O)NC2CC3CCC2C3)cc1 (centres undefined) the results were APJ antagonist -10, APJ agonist -4, NLRP3 yeast inh 11, TIM10 inh 4, beta cell repl -1, tim23-1 inh 25, tim10-1 inh 5, MPTP inh 1.4 and GRIN3A LBD mod -1.
For O=C(CSc1nnc(-c2ccc(O)cc2)o1)Nc1ccc2c(c1)OCCO2 the results were APJ antagonist 15, APJ agonist -1, NLRP3 yeast inh 6, TIM10 inh -7, beta cell repl -5, tim23-1 inh -9, tim10-1 inh 9, MPTP inh -0.6 and GRIN3A LBD mod 7.
For CCc1nnc(NC(=O)/C=C/c2cccs2)s1 the results were APJ antagonist -6, APJ agonist -5, NLRP3 yeast inh 25, TIM10 inh 6, beta cell repl 0, tim23-1 inh -7, tim10-1 inh -1, MPTP inh 2.7 and GRIN3A LBD mod 0.
For Cc1cc(OCC(=O)OCC(=O)N2c3ccccc3NC(=O)C2(C)C)ccc1Cl the results were APJ antagonist 5, APJ agonist -2, NLRP3 yeast inh 1, TIM10 inh 0, beta cell repl -2, tim23-1 inh 26, tim10-1 inh 9, MPTP inh -0.9 and GRIN3A LBD mod 2.
Screening Nc1ccc(C(=O)OCC(=O)Nc2cccc(S(=O)(=O)NC3=NCCCCC3)c2)cc1[N+](=O)[O-] returned APJ antagonist 20, APJ agonist -6, NLRP3 yeast inh 17, TIM10 inh -10, beta cell repl 3, tim23-1 inh -3, tim10-1 inh -2, MPTP inh 0.0 and GRIN3A LBD mod 0.
O=c1[nH]c2ccccc2nc1-c1ccc(Cl)cc1 was read as APJ antagonist 2, APJ agonist -3, NLRP3 yeast inh 21, TIM10 inh 16, beta cell repl 3, tim23-1 inh 6, tim10-1 inh 18, MPTP inh 2.6 and GRIN3A LBD mod 2.
Screening NNC(=O)C(=O)/C=C1\NC2(CCCC2)Cc2ccccc21 returned APJ antagonist 16, APJ agonist -4, NLRP3 yeast inh 15, TIM10 inh 17, beta cell repl -1, tim23-1 inh 40, tim10-1 inh 22, MPTP inh 0.4 and GRIN3A LBD mod -1.
CN(C(=O)CN1CCN(c2ccc([N+](=O)[O-])cn2)CC1)c1ccccc1 was read as APJ antagonist 9, APJ agonist -1, NLRP3 yeast inh 7, TIM10 inh 7, beta cell repl -3, tim23-1 inh 27, tim10-1 inh 35, MPTP inh -0.1 and GRIN3A LBD mod -13.
Screening CCOc1ccccc1CN1CCNC(=O)C1CC(=O)NCCCn1cccn1 (centres undefined) returned APJ antagonist 15, APJ agonist -3, NLRP3 yeast inh 2, TIM10 inh 3, beta cell repl -2, tim23-1 inh 8, tim10-1 inh -9, MPTP inh 2.2 and GRIN3A LBD mod 0.
For O=C(NC1CC1)c1scc2c1OCCO2 the results were APJ antagonist 14, APJ agonist -3, NLRP3 yeast inh -7, TIM10 inh -5, beta cell repl -2, tim23-1 inh 3, tim10-1 inh 14, MPTP inh 0.6 and GRIN3A LBD mod 1.
CCOc1cc(N2CCOCC2)c(OCC)cc1NC(=O)CN1C(=O)NC2(CCc3ccccc32)C1=O (centres undefined) was read as APJ antagonist 10, APJ agonist 6, NLRP3 yeast inh 3, TIM10 inh 0, beta cell repl 0, tim23-1 inh 12, tim10-1 inh 19, MPTP inh 1.4 and GRIN3A LBD mod 2.
`Cc1nc(Nc2ccccc2)sc1C(=O)Nc1ccccc1` gave APJ antagonist 9, APJ agonist -6, NLRP3 yeast inh 34, TIM10 inh 12, beta cell repl -1, tim23-1 inh 55*, tim10-1 inh -12, MPTP inh 3.8 and GRIN3A LBD mod 38*.
For CC(=O)c1ccc(OCC(=O)OCC(=O)NCc2ccco2)cc1 the results were APJ antagonist -7, APJ agonist -3, NLRP3 yeast inh 20, TIM10 inh -4, beta cell repl -3, tim23-1 inh -4, tim10-1 inh -2, MPTP inh 1.6 and GRIN3A LBD mod -4.
Screening CCCOc1ccc(/C=N/NC(=O)CN2CCCCC2)cc1OCC returned APJ antagonist 6, APJ agonist 4, NLRP3 yeast inh 11, TIM10 inh 1, beta cell repl -4, tim23-1 inh 1, tim10-1 inh -9, MPTP inh 0.8 and GRIN3A LBD mod 2.
For O=C(NNC(=O)c1ccco1)c1ccc(NS(=O)(=O)c2cccs2)cc1 the results were APJ antagonist 7, APJ agonist 2, NLRP3 yeast inh 15, TIM10 inh -2, beta cell repl 0, tim23-1 inh 1, tim10-1 inh -24, MPTP inh -1.0 and GRIN3A LBD mod 0.
Screening Cc1ccc(C(=O)OCC(=O)NC2CCCC(C)C2C)cc1S(=O)(=O)N1CCCCC1 (centres undefined) returned APJ antagonist 4, APJ agonist -4, NLRP3 yeast inh 19, TIM10 inh 20, beta cell repl -2, tim23-1 inh 14, tim10-1 inh 9, MPTP inh 2.0 and GRIN3A LBD mod -1.

Entries shown so far with an aryl thioether with sulfur outside any ring:
Screening COc1ccc(C(C)=O)cc1CSc1ccc(S(=O)(=O)N2CCOCC2)cn1 returned APJ antagonist 15, APJ agonist -4, NLRP3 yeast inh 25, TIM10 inh 16, beta cell repl 4, tim23-1 inh 34, tim10-1 inh 21, MPTP inh 0.8 and GRIN3A LBD mod 1.
For O=C(CSc1nnc(-c2ccc(O)cc2)o1)Nc1ccc2c(c1)OCCO2 the results were APJ antagonist 15, APJ agonist -1, NLRP3 yeast inh 6, TIM10 inh -7, beta cell repl -5, tim23-1 inh -9, tim10-1 inh 9, MPTP inh -0.6 and GRIN3A LBD mod 7.

Next records follow.
CC(=O)NCCc1ccc(S(=O)(=O)Nc2ccc(C)c(S(=O)(=O)N3CCOCC3)c2)cc1 was read as APJ antagonist 6, APJ agonist -3, NLRP3 yeast inh 15, TIM10 inh 0, beta cell repl -2, tim23-1 inh 12, tim10-1 inh 12, MPTP inh -0.4 and GRIN3A LBD mod -3.
`CCOC(=O)c1ccc(S(=O)(=O)N2CCN(CC(=O)NC(=O)NC(C)(C)C)CC2)cc1` gave APJ antagonist -1, APJ agonist -3, NLRP3 yeast inh 2, TIM10 inh 18, beta cell repl 1, tim23-1 inh 20, tim10-1 inh 28, MPTP inh -0.4 and GRIN3A LBD mod 0.
Screening CN(C)CCOC(=O)C1(c2ccccc2)CCCC1 returned APJ antagonist 13, APJ agonist -2, NLRP3 yeast inh 10, TIM10 inh -1, beta cell repl -1, tim23-1 inh 1, tim10-1 inh -9, MPTP inh -5.8 and GRIN3A LBD mod 0.
`COc1ccc(-c2nc(-c3ccc(NC(=O)c4ccncc4)cc3)no2)cc1OC` gave APJ antagonist -59, APJ agonist 7, NLRP3 yeast inh 16, TIM10 inh 16, beta cell repl -2, tim23-1 inh 25, tim10-1 inh 38, MPTP inh 19 and GRIN3A LBD mod 12*.
Screening O=C(Nc1ccccc1N1CCOCC1)c1cc2ccccc2o1 returned APJ antagonist 0, APJ agonist 0, NLRP3 yeast inh 22, TIM10 inh -12, beta cell repl -1, tim23-1 inh 32, tim10-1 inh -2, MPTP inh -1.2 and GRIN3A LBD mod 0.

Screening data from PubChem.
